# Screening data as filed in PubChem BioAssay.
# Tcruzi prolif: blocks T. cruzi growth in NIH3T3 culture; T. cruzi beta-gal in NIH3T3, GalScreen luminescence, 90 h; inhibition, % at 8.34 µM; hit rate 5.9% among 77,000; AID 624255;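 active = mean inhibition above about 93%, with at least 55% of replicates each passing it, limit read from the data, passing the limit was not always enough; inconclusive = only one of those two conditions holds; inactive = neither condition holds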
# Pf Dd2 growth: blocks growth of Plasmodium falciparum Dd2 parasites; hit rate 2.3% among 94,000; P. falciparum Dd2 growth, SYBR Green, 72 h; stronger effect = lower value; activity change, % at 10 µM; in the data active = activity change below about -80%; inconclusive = no clear call, values can overlap the other calls
# C diff growth: blocks growth of Clostridium difficile. Clostridium difficile clinical isolate growth, OD600, 24 h; stronger effect = lower value. growth activity, negative = inhibition, % at 16 µg/mL (by protocol). hit rate 0.25% among 86,000. AID 1259249;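 active = mean growth activity at or below -80% and every replicate also at or below -80%; inconclusive = mean at or below -80% but some replicate above -80%; inactive = mean growth activity above -80%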;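 note: 0% = DMSO wells and -100% = levofloxacin 16 µg/mL wells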
# KDM4C inh: KDM4C (human) demethylase inhibition. Q9H3R0. GST-KDM4C 2-372, H3K9me3 peptide, LANCE TR-FRET. inhibition, % at 12.5 µM. hit rate 0.15% among 96,000;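 active = mean replicate inhibition above about 25%, with at least 55% of replicates also reaching it, limit read from the data, passing the limit was not always enough; inconclusive = only one of those two conditions met; inactive = neither condition met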
# Target sequence (Q9H3R0 2-372 limits assumed): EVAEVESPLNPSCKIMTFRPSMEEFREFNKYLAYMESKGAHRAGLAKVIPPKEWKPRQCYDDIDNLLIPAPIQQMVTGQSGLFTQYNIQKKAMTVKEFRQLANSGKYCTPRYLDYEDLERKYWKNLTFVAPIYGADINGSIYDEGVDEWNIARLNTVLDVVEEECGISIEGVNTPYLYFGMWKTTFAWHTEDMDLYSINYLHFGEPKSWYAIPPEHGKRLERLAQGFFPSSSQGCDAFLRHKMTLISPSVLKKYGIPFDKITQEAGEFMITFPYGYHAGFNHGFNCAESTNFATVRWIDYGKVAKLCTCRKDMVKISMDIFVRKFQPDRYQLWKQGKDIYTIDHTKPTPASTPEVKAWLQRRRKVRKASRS
#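 System: N-terminal GST-fused human GASC-1 (KDM4C) fragment, residues 2-372; amount: enzyme final amount 10 nM; incubation: reaction 30 min RT, detection step 1 h RT; medium: HEPES buffer, pH 7.5, plus ascorbate; technique: LANCE TR-FRET, Eu antibody, ULight-streptavidin, EDTA, ex 340 nm, em 618/671 nm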
# An asterisk follows results filed as active; ? = inconclusive; / = no result given; & = joins results of further samples.
# Preview:
1) C[C@@H]1CN([C@@H](C)CO)C(=O)c2cccc(NC(=O)c3ccncc3)c2O[C@@H]1CN(C)Cc1ccccc1
2) CO[C@H]1CN(C)C(=O)c2ccc(NC(=O)C3CCC3)cc2OC[C@@H](C)N(Cc2cccnc2)C[C@@H]1C
3) COc1cccc(S(=O)(=O)N[C@H]2C=C[C@@H](CC(=O)NCc3ccncc3)O[C@H]2CO)c1
4) CN(C)C(=O)C[C@@H]1C=C[C@@H](NC(=O)Nc2cccc(F)c2)[C@H](CO)O1
5) C[C@H](CO)N1C[C@H](C)[C@H](CN(C)Cc2ccc3c(c2)OCCN3C)OCc2cnnn2CCCC1=O
6) Cc1noc(C)c1S(=O)(=O)N(C)C[C@@H]1OCCCC[C@H](C)Oc2ccc(NC(=O)C3CCCCC3)cc2C(=O)N([C@H](C)CO)C[C@@H]1C
7) CCC(=O)N1CC2(CCN(C(=O)CN3CCOCC3)CC2)c2c([nH]c3cc(OC)ccc23)[C@@H]1CO
8) C[C@@H]1CN([C@@H](C)CO)C(=O)c2cc(NC(=O)C3CC3)ccc2O[C@@H]1CN(C)Cc1ccc(Cl)c(Cl)c1
9) COc1ccccc1-c1cn(CC[C@H]2CC[C@@H](NC(=O)C3CCOCC3)[C@H](CO)O2)nn1
10) COc1ccc2c3c(n(C)c2c1)[C@@H](CO)N(C(=O)C1CCOCC1)CC31CCN(C(=O)C2CC2)CC1
entry no.,1,2,3,4,5,6,7,8,9,10
Tcruzi prolif,45,17,-17,18,26,23,/,53,-6,/
KDM4C inh,-0.3,1.9,0.8,2.4,0.4,-0.1,0.8,0.0,1.0,0.0
C diff growth,-3,/,-2,-3,-3,4,2,29,/,-7
Pf Dd2 growth,3,/,1,-3,-3,-54,19,10,14,21

11) CC(=O)N1[C@H](CO)[C@H](c2ccccc2)C12CN(C(=O)c1ccccc1)C2
12) NCC[C@H]1CC[C@@H](NC(=O)NC2CCCCC2)[C@@H](CO)O1
entry no.,11,12
Tcruzi prolif,/,/
KDM4C inh,-1.0,0.0
C diff growth,0,-3
Pf Dd2 growth,3,27

# All compounds of this part (from the top)
1) C[C@@H]1CN([C@@H](C)CO)C(=O)c2cccc(NC(=O)c3ccncc3)c2O[C@@H]1CN(C)Cc1ccccc1
2) CO[C@H]1CN(C)C(=O)c2ccc(NC(=O)C3CCC3)cc2OC[C@@H](C)N(Cc2cccnc2)C[C@@H]1C
3) COc1cccc(S(=O)(=O)N[C@H]2C=C[C@@H](CC(=O)NCc3ccncc3)O[C@H]2CO)c1
4) CN(C)C(=O)C[C@@H]1C=C[C@@H](NC(=O)Nc2cccc(F)c2)[C@H](CO)O1
5) C[C@H](CO)N1C[C@H](C)[C@H](CN(C)Cc2ccc3c(c2)OCCN3C)OCc2cnnn2CCCC1=O
6) Cc1noc(C)c1S(=O)(=O)N(C)C[C@@H]1OCCCC[C@H](C)Oc2ccc(NC(=O)C3CCCCC3)cc2C(=O)N([C@H](C)CO)C[C@@H]1C
7) CCC(=O)N1CC2(CCN(C(=O)CN3CCOCC3)CC2)c2c([nH]c3cc(OC)ccc23)[C@@H]1CO
8) C[C@@H]1CN([C@@H](C)CO)C(=O)c2cc(NC(=O)C3CC3)ccc2O[C@@H]1CN(C)Cc1ccc(Cl)c(Cl)c1
entry no.,1,2,3,4,5,6,7,8
Tcruzi prolif,45,17,-17,18,26,23,/,53
KDM4C inh,-0.3,1.9,0.8,2.4,0.4,-0.1,0.8,0.0
C diff growth,-3,/,-2,-3,-3,4,2,29
Pf Dd2 growth,3,/,1,-3,-3,-54,19,10

9) COc1ccccc1-c1cn(CC[C@H]2CC[C@@H](NC(=O)C3CCOCC3)[C@H](CO)O2)nn1
10) COc1ccc2c3c(n(C)c2c1)[C@@H](CO)N(C(=O)C1CCOCC1)CC31CCN(C(=O)C2CC2)CC1
11) CC(=O)N1[C@H](CO)[C@H](c2ccccc2)C12CN(C(=O)c1ccccc1)C2
12) NCC[C@H]1CC[C@@H](NC(=O)NC2CCCCC2)[C@@H](CO)O1
13) C[C@@H]1CN([C@H](C)CO)C(=O)c2cc(NC(=O)NC3CCCCC3)ccc2O[C@@H]1CN(C)C
14) C[C@@H]1CN([C@@H](C)CO)C(=O)c2cccc(NC(=O)Nc3cccc4ccccc34)c2O[C@H]1CN(C)S(C)(=O)=O
15) C[C@@H]1CN([C@H](C)CO)C(=O)c2cc(N(C)C)ccc2O[C@H]1CN(C)S(=O)(=O)c1cn(C)cn1
16) COc1ccccc1-c1cnc2c(c1)C(=O)N([C@H](C)CO)C[C@H](C)[C@H](CN(C)Cc1ccccc1)O2
entry no.,9,10,11,12,13,14,15,16
Tcruzi prolif,-6,/,/,/,-46,3,9,82
KDM4C inh,1.0,0.0,-1.0,0.0,0.3,0.2,3.7,/
C diff growth,/,-7,0,-3,-3,2,-2,3
Pf Dd2 growth,14,21,3,27,5,-19,17,5

17) COc1ccccc1-c1cnc2c(c1)C(=O)N([C@@H](C)CO)C[C@H](C)[C@@H](CN(C)Cc1ccc(F)cc1)O2
18) CO[C@H]1CN(C)C(=O)c2ccc(NC(=O)CC(F)(F)F)cc2OC[C@H](C)N(S(=O)(=O)c2cn(C)cn2)C[C@H]1C
19) COCC(=O)N(C)C[C@H]1Oc2ncc(C#Cc3cccnc3)cc2C(=O)N([C@@H](C)CO)C[C@@H]1C
20) COc1cccc(C#Cc2ccc([C@@H]3[C@@H](CO)N4C(=O)CN(C(=O)Cc5ccccc5)C[C@@H]34)cc2)c1
21) O=S(=O)(N[C@H]1CC[C@H](CCn2cc(-c3ccc(F)cc3)nn2)O[C@H]1CO)c1ccccc1F
22) C[C@@H]1CCCCO[C@H](CN(C)C(=O)CCC(F)(F)F)[C@@H](C)CN([C@H](C)CO)C(=O)c2cc(NS(=O)(=O)c3cn(C)cn3)ccc2O1
23) C[C@H]1CCCCO[C@H](CN(C)Cc2ccc(C(F)(F)F)cc2)[C@@H](C)CN([C@@H](C)CO)C(=O)c2cc(N(C)C)ccc2O1
24) C[C@@H]1CN([C@@H](C)CO)C(=O)c2cc(C3=CCCC3)cnc2O[C@@H]1CN(C)C(=O)Nc1ccccc1
entry no.,17,18,19,20,21,22,23,24
Tcruzi prolif,/,10,56,/,40,30,70,-166
KDM4C inh,-5.4,0.7,6.9,-2.4,-0.7,-0.5,3.3,2.5
C diff growth,4,/,3,-1,-7,-18,16,3
Pf Dd2 growth,-36,16,-47,-35,-21,14,-32,2

25) O=C(C[C@H]1CC[C@@H]2[C@H](COC[C@@H](O)CN2CCc2ccccc2)O1)NCc1ccccc1
26) C[C@@H]1CN([C@@H](C)CO)C(=O)CCCn2nncc2CO[C@@H]1CN(C)CC1CC1
27) Cc1ccc(S(=O)(=O)N[C@@H]2CC[C@@H](CCn3cc(C4(O)CCCC4)nn3)O[C@@H]2CO)cc1
28) COc1ccccc1C#Cc1ccc([C@@H]2[C@H](C#N)N(C(=O)C3CCC3)[C@H]2CO)cc1
29) COc1ccc(NC(=O)N(C)C[C@@H]2Oc3c(NS(=O)(=O)c4ccc(OC)cc4)cccc3C(=O)N([C@H](C)CO)C[C@H]2C)cc1
30) Cc1noc(C)c1NC(=O)N(C)C[C@@H]1Oc2ccc(NS(=O)(=O)c3cccs3)cc2C(=O)N([C@@H](C)CO)C[C@@H]1C
31) CCCN(C)C[C@@H]1Oc2cc(-c3ccccc3)ccc2S(=O)(=O)N([C@H](C)CO)C[C@@H]1C
32) C[C@@H]1CN([C@H](C)CO)S(=O)(=O)c2ccc(-c3ccc(C#N)cc3)cc2O[C@@H]1CN(C)C
entry no.,25,26,27,28,29,30,31,32
Tcruzi prolif,-9,-77,-37,?,14,-118,44,-15
KDM4C inh,-0.6,0.4,2.2,4.3,-0.5,-1.0,0.8,-3.7
C diff growth,-4&-5,/,-1,3,-2,/,9,-9
Pf Dd2 growth,-19,10,-3,-52,22,34,-21,/

33) COc1ccc(C#Cc2cnc3c(c2)C(=O)N([C@H](C)CO)C[C@H](C)[C@H](CN(C)Cc2ccncc2)O3)cc1OC
34) COc1ccc2c3c(n(C)c2c1)[C@@H](CO)N(C(=O)Cc1ccccc1)CC31CCN(C)CC1
35) CCC(=O)Nc1ccc2c(c1)OC[C@H](C)N(C(=O)CC)C[C@@H](C)[C@@H](OC)CN(C)C2=O
36) CNC(=O)C[C@H]1CC[C@@H]2[C@H](COc3ccc(NC(=O)c4cccc(OC)c4)cc3C(=O)N2C)O1
37) COCC(=O)N(C)C[C@H]1Oc2cc(C#CCC3CCCC3)ccc2S(=O)(=O)N([C@H](C)CO)C[C@@H]1C
38) C/C=C/c1cnc2c(c1)C(=O)N([C@H](C)CO)C[C@H](C)[C@@H](CN(C)C(=O)NC1CCCCC1)O2
39) CC(C)CC#Cc1ccc([C@@H]2[C@@H](CO)N3CCCCN(C(=O)c4ccc5c(c4)OCO5)C[C@@H]23)cc1
40) CN(C)CC#Cc1ccc([C@@H]2[C@H]3CN(C(=O)c4cccc(F)c4)CC(=O)N3[C@H]2CO)cc1
entry no.,33,34,35,36,37,38,39,40
Tcruzi prolif,86,/,-1,15,/,73,91,/
KDM4C inh,2.6,0.2,-1.7,-0.8,0.3,-0.5,-0.1,4.5
C diff growth,2,-3,/,-2,7,10,-7,0
Pf Dd2 growth,-17,14,/,-17,-33,10,-43,-26

41) COc1ccc2c3c([nH]c2c1)[C@H](CO)N(C(=O)CC1CC1)CC31CN(C(=O)c2ccccc2)C1
42) COc1ccc(S(=O)(=O)Nc2ccc3c(c2)C(=O)N([C@H](C)CO)C[C@H](C)[C@H](CN(C)S(=O)(=O)c2c(C)noc2C)OCCCC[C@@H](C)O3)cc1
43) C[C@@H]1CN([C@H](C)CO)C(=O)c2cc(NC(=O)c3ccccc3)ccc2O[C@@H](C)CCCCO[C@H]1CN(C)Cc1ccc(C(=O)O)cc1
44) C[C@@H]1CN([C@@H](C)CO)C(=O)c2cccc(NC(=O)Nc3ccc(F)cc3)c2O[C@@H]1CN(C)C
45) C[C@@H]1CCCCO[C@@H](CN(C)CC2CCCCC2)[C@H](C)CN([C@@H](C)CO)C(=O)c2cc(NC(=O)c3ccncc3)ccc2O1
46) CO[C@H]1CN(C)C(=O)c2ccc(NC(=O)C3CCOCC3)cc2OC[C@@H](C)NC[C@@H]1C
47) COc1ccc(-c2ccc3c(c2)[C@@H]2[C@@H](CCN2C(=O)c2cccc(F)c2)[C@@H](CO)N3)cc1
48) C[C@@H]1CN([C@H](C)CO)C(=O)c2c(c3ccccc3n2C)-c2ccccc2CO[C@@H]1CN(C)Cc1ccc(Oc2ccccc2)cc1
entry no.,41,42,43,44,45,46,47,48
Tcruzi prolif,/,-24,23,/,10,-33,34,/
KDM4C inh,1.8,-0.4,1.5,0.3,-0.1,0.7,0.3,-2.4
C diff growth,-7,-1,3,2&0,/,/,69,10
Pf Dd2 growth,-11,50,34,-23,13,22,-1,-71

49) O=C(Nc1cccc(Cl)c1)N[C@H]1CC[C@@H](CCn2cc(Cc3ccccc3)nn2)O[C@H]1CO
50) CC(C)CC#Cc1cnc2c(c1)C(=O)N([C@H](C)CO)C[C@@H](C)[C@@H](CN(C)C(=O)c1ccc3c(c1)OCO3)O2
51) C[C@@H]1CN([C@H](C)CO)C(=O)c2cc(NC(=O)C3CCCCC3)ccc2O[C@H]1CN(C)S(=O)(=O)c1ccc(Cl)cc1
52) COCC(=O)N1C[C@@H](C)[C@@H](OC)CN(C)C(=O)c2ccc(NS(C)(=O)=O)cc2OC[C@H]1C
53) COc1ccc(CN(C)C[C@H]2Oc3c(NC(=O)NC(C)C)cccc3C(=O)N([C@@H](C)CO)C[C@H]2C)cc1
54) Cc1cccc(-c2ccc([C@H]3[C@H](CO)N4C(=O)CN(S(=O)(=O)c5cccc(F)c5)C[C@@H]34)cc2)c1
55) COCC#Cc1ccc([C@@H]2[C@@H](CO)N3CCCCN(C(=O)COC)C[C@H]23)cc1
56) CCCC#Cc1ccc([C@@H]2[C@@H](CO)N3C(=O)CN(C(=O)c4ccncc4)C[C@@H]23)cc1
entry no.,49,50,51,52,53,54,55,56
Tcruzi prolif,-125,-3,38,17,/,/,102*,/
KDM4C inh,0.2,-2.2,0.1,0.4,1.3,-0.6,-0.5,-1.4
C diff growth,/,1,-6,/,1,66,-13,-11
Pf Dd2 growth,2,-13,-1,12,-4,-34,56,-31
